M. tuberculosis HTS: M. tuberculosis growth inhibition, HTS (AID 449762) | M. tuberculosis H37Rv growth inhibition, 7H9 media; higher % means a stronger effect | one-dose inhibition, % at 25 µM; IC50 in µM for titrated hits | actives 0.59% (n = 330,000); in the data active = a potency from the dose series; inconclusive = inhibition above about 70% without an active follow-up result;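 also: bacterial growth assessed after seven days of incubation; strong numbers were not always called active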
M. tuberculosis: growth inhibition of non-replicating M. tuberculosis (AID 488890); actives 0.39% (n = 320,000); inhibition, % at 25 µM; hits with a dose series show IC50 in µM; Mycobacterium tuberculosis non-replicating, growth inhibition; higher % means a stronger effect; in the data active = a potency from the dose series; inconclusive = inhibition mostly from about 82% at the one dose, without a potency; inactive = the rest, 99 in 100 with inhibition below about 76%;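 also: plate controls were DMSO cells for no effect and high antibiotic wells for full effect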
PhoP GFP inhibition: PhoP regulon inhibitors, Salmonella typhi PhoP promoter GFP reporter, confirmatory (AID 1850); one-dose inhibition, % at 50 µM; IC50 in µM for titrated hits; Salmonella Typhi PhoP-promoter GFP reporter, fluorescence, 4 h; higher % means a stronger effect; actives 0.33% (n = 310,000); in the data active = a potency from the dose series; inconclusive = inhibition mostly from about 25% at the one dose, without a potency; inactive = the rest, 99 in 100 with inhibition below about 19%;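 also: 0% = induced wells with vehicle and 100% = uninduced wells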
H1N1 NS1A inhibition: H1N1 influenza NS1A inhibitors, functional cell based assay (AID 504329) | NS1A functional cell-based assay, percent inhibition; higher % means a stronger effect | one-dose inhibition, % at 12.5 µM; IC50 in µM for titrated hits | actives 0.3% (n = 340,000); in the data active = a potency from the dose series; inconclusive = inhibition above about 27% without an active follow-up result; also: strong numbers were not always called active
inhibitors of VEEV: inhibitors of VEEV TC-83 cytopathic effect, confirmation, Vero cells (AID 588727). inhibition, % at 20 µM, or IC50 in µM where a hit was titrated. actives 0.13% (n = 350,000). Vero cells, VEEV TC-83 cytopathic effect inhibition; higher % means a stronger effect; in the data active = a potency from the dose series; inconclusive = inhibition mostly from about 14% at the one dose, without a potency; inactive = the rest, 99 in 100 with inhibition below about 12%; also: strong numbers were not always called active
inhibitors of VEEV 10K pilot screen: also measured in inhibitors of VEEV; calls as there; inhibition, %; measured here: 10K pilot screen inhibition
* = called active by the depositor; i = inactive; ? = inconclusive; / = no result given; & = joins results of further samples.

SMILES | M. tuberculosis HTS | M. tuberculosis | PhoP GFP inhibition | H1N1 NS1A inhibition | inhibitors of VEEV | others
CCOC(=O)C1CCCN(C(=O)c2ccc3oc(Cc4ccccc4)nc3c2)C1 (configuration not stated) | 6% | 18% | 14% | 9% | 3.2%
O=[N+]([O-])c1ccc(OCc2n[nH]c(=S)n2-c2ccccc2)cc1 | 4% | -18% | -5% | 19% | 1.0%
Cc1ccc2nc(N3C(=O)C(O)=C(C(=O)c4ccc(C)o4)C3c3cccc(O)c3)sc2c1 (configuration not stated) | 2% | 38% | 0% | 2% | 1.0%
Cc1cccc(-c2cc3nc(C)cc(NCCCn4ccnc4)n3n2)c1 | -9% | 27% | 3% | 10% | 2.3%
O=C(CCNS(=O)(=O)c1cccc2nsnc12)NC1CCCc2ccccc21 (configuration not stated) | -6% | 19% | -2% | 3% | 0.7%
COc1cccc(C(O)c2nccn2Cc2ccccc2)c1OC (configuration not stated) | -4% | 3% | 4% | -6% | 0.8%
CC1(C)CSC(=NCCc2ccccc2)N1 | 26% | -1% | 0% | 0% | 0.5%
O=C(Nc1cccc(NC(=O)c2sc3ccccc3c2Cl)c1)c1ccco1 | -6% | 0% | -5% | 6% | 7.6%
CCC1C(=O)NCCN1C(=O)c1cc(COc2cc(C)ccc2C)on1 (configuration not stated) | 2% | 12% | -2% | -5% | 1.5%
CCOc1ccccc1NC(=S)N1CCN(c2nc(-c3cccc(OC)c3)cs2)CC1 | -3% | 7% | -4% | 8% | 3.8%
Cc1nn(CCC(N)=O)c2nc(-c3cccs3)cc(C(F)(F)F)c12 | 3% | -1% | -28% | -2% | 6.4%
CCOC(=O)c1cc(C(O)(C(=O)OC)C(F)(F)F)c(/N=C/N(C)C)o1 (configuration not stated) | -12% | -8% | 6% | 4% | 3.0%
Cn1cc(/C=C/C(=O)N2CCCC(C(=O)c3cccc4ccccc34)C2)cn1 (configuration not stated) | -8% | 6% | -9% | 12% | 0.6%
CCN(CC)S(=O)(=O)c1ccc2c(c1)N(CC(=O)N(CCc1ccncc1)C(C)C)C(=O)CO2 | 4% | 0% | 11% | -8% | 0.9%
CN(C)c1ccc(C(CNS(=O)(=O)c2cccc([N+](=O)[O-])c2)N2CCOCC2)cc1 (configuration not stated) | 3% | -3% | 7% | 2% | 0.3%
COc1ccc(C(=O)C2CCCN(Cc3cnc(C)s3)C2)c(OC)c1 (configuration not stated) | -4% | -22% | 1% | 2% | 0.2%
CC[n+]1c(/C=C/c2ccc(N(C)C)cc2)ccc2ccccc21 | ? | ? | 1% | 19µM* | i
O=C(CC12CC3CC(CC(C3)C1)C2)N/N=C\c1ccc[nH]1 | 0% | -4% | -1% | 12% | 1.0%
NC(=O)C1CCN(C(=O)CNC(=O)c2ccccc2)CC1 | -5% | -7% | 6% | -2% | 1.5%
Cc1ccc2c(c1)C(O)(CC(=O)c1ccc3c(c1)OCO3)C(=O)N2 (configuration not stated) | 5% | 22% | 11% | 19% | 0.8%
CNC(=O)/C(C#N)=C/c1ccc(-c2ccccc2[N+](=O)[O-])o1 | 0% | -8% | 3% | -1% | 0.9%
COc1ccccc1C(=O)N1CC(=O)Nc2ccc(F)cc2C1c1ccccc1 (configuration not stated) | 4% | 4% | 3% | -20% | 0.5%
O=C(O)c1cccc(NC(=S)NCc2ccccc2)c1 | 4% | -6% | -1% | -4% | 0.7%
CC(C)(C)c1cc(C(=O)N2CCN(c3ncccn3)CC2)ccn1 | -5% | 4% | 4% | -5% | 5.5%

Of the compounds above, these have two or more sulfur atoms.
SMILES | M. tuberculosis HTS | M. tuberculosis | PhoP GFP inhibition | H1N1 NS1A inhibition | inhibitors of VEEV | others
O=C(CCNS(=O)(=O)c1cccc2nsnc12)NC1CCCc2ccccc21 (configuration not stated) | -6% | 19% | -2% | 3% | 0.7%
CCOc1ccccc1NC(=S)N1CCN(c2nc(-c3cccc(OC)c3)cs2)CC1 | -3% | 7% | -4% | 8% | 3.8%

No new results follow: entries from further up.
SMILES | M. tuberculosis HTS | M. tuberculosis | PhoP GFP inhibition | H1N1 NS1A inhibition | inhibitors of VEEV | others
CCOC(=O)C1CCCN(C(=O)c2ccc3oc(Cc4ccccc4)nc3c2)C1 (configuration not stated) | 6% | 18% | 14% | 9% | 3.2%
O=[N+]([O-])c1ccc(OCc2n[nH]c(=S)n2-c2ccccc2)cc1 | 4% | -18% | -5% | 19% | 1.0%
Cc1ccc2nc(N3C(=O)C(O)=C(C(=O)c4ccc(C)o4)C3c3cccc(O)c3)sc2c1 (configuration not stated) | 2% | 38% | 0% | 2% | 1.0%
Cc1cccc(-c2cc3nc(C)cc(NCCCn4ccnc4)n3n2)c1 | -9% | 27% | 3% | 10% | 2.3%
O=C(CCNS(=O)(=O)c1cccc2nsnc12)NC1CCCc2ccccc21 (configuration not stated) | -6% | 19% | -2% | 3% | 0.7%
COc1cccc(C(O)c2nccn2Cc2ccccc2)c1OC (configuration not stated) | -4% | 3% | 4% | -6% | 0.8%

The main list resumes, starting 2 compounds before the break.
SMILES | M. tuberculosis HTS | M. tuberculosis | PhoP GFP inhibition | H1N1 NS1A inhibition | inhibitors of VEEV | others
O=C(O)c1cccc(NC(=S)NCc2ccccc2)c1 | 4% | -6% | -1% | -4% | 0.7%
CC(C)(C)c1cc(C(=O)N2CCN(c3ncccn3)CC2)ccn1 | -5% | 4% | 4% | -5% | 5.5%
Cc1cccc(C)c1NC(=O)CN1C(=O)N(C)Cc2ccccc21 | 3% | 32% | -7% | 6% | 0.5%
Cc1ccc(NC(=O)Cn2nc(C)cc2C)cc1 | 1% | 0% | -7% | 3% | 1.9%
Cn1c(-c2ccco2)nc2cc3ccccc3cc21 | 6% | 74% | -1% | 2% | 1.3%
CCC(C)[C@H](NC(=O)N1CC(=O)Nc2ccccc21)C(=O)N[C@@H](C(=O)O)c1ccccc1 (some centres not stated) | 2% | -8% | 10% | -2% | 2.3%
Cc1ccc(N(Cc2cc3cc(C)ccc3[nH]c2=O)C(=O)c2cccs2)cc1 | 9% | -7% | 2% | -4% | 1.6%
CCOC(=O)C1=C(C)Nc2nc(SC)nn2C1c1ccc(C(=O)OC)cc1 (configuration not stated) | -6% | -20% | 8% | 1% | i
CC(=O)c1ccc(NC(=O)C(C)N(C)CC(=O)Nc2cccc(F)c2)cc1 (configuration not stated) | 36% | 16% | -5% | -5% | 1.6%
O=C(CSC1=NS(=O)(=O)c2cc(Cl)ccc2N1)c1ccc(Cl)cc1 | 3% | -1% | -7% | -10% | 1.2%
Cc1cc(NC(=O)c2c(Cl)cnn2C)no1 | 1% | -7% | 7% | -1% | 3.7%
CC1CN(c2cc(=O)n(Cc3ccc(F)cc3)c(=O)[nH]2)CC(C)O1 (configuration not stated) | -4% | 6% | 1% | 6% | 0.7%
O=C(O)c1ccc(N/N=C/c2ccc(C(F)(F)F)cc2)cc1 | 8% | -8% | 17% | 0% | 1.9%
COc1ccc(-c2ccc3oc(-c4ccsc4)c(-c4ccc(OC)cc4)c3c2)cc1 | 5% | 14% | -6% | 1% | 0.5%
O=[N+]([O-])c1ccc(Cl)cc1Sc1cccc2cccnc12 | 11% | 10% | -21% | 6% | i
O=C(CC(c1ccccc1)c1cc(Br)ccc1O)NCCN1CCOCC1 (configuration not stated) | -8% | 11% | 0% | 8% | i
CCN(C(=O)COC(=O)CCC(=O)c1ccc(C)cc1)c1c(N)n(Cc2ccccc2)c(=O)[nH]c1=O | / | / | / | -3% | 0.8%
CCN(CC)c1ccc(C2C3CCCCC3(O)CCN2CC(=O)Nc2ccccc2)cc1 (configuration not stated) | -6% | 34% | -2% | 7% | i
CCOC(=O)C1(Cc2cccc(OC)c2)CCN(Cc2ccccc2)CC1 | -2% | 5% | 5% | -7% | i
O=c1cc(-c2ccccc2)cc(-c2ccccc2)n1CCO | -13% | -19% | 7% | 8% | 0.8% | inhibitors of VEEV 10K pilot screen=0.2
N#Cc1cc2c(nc1SCC(=O)N1CCCCC1)CCCC2 | 51% | 0% | 8% | 5% | 1.2%
COc1ccccc1N1CCN(C(=O)CCC(=O)O)CC1 | 0% | -21% | -9% | 5% | 0.2%
COC(=O)CSc1nnc(-c2ccc(OC)cc2OC)o1 | ? | ? | 12% | 0% | 0.6%
O=C(N/N=C\C=C\c1ccc(Br)cc1)c1ccc2c(c1)OCO2 | -2% | 2% | -22% | 9% | i
CC1C/C(=N/O)C(C)CN1 (configuration not stated) | -7% | -5% | 15% | -6% | 0.9%
O=C(Nc1cccc(-n2cnnn2)c1)c1cccnc1 | -1% | -1% | -4% | 1% | 4.2%
O=C(NNc1ccccc1Br)C(=O)n1ccc2ccccc21 | 22% | 41% | -6% | 2% | 0.2%
CCOC(=O)c1cn(CC#N)c2cc(F)c(F)cc2c1=O | -1% | -6% | 7% | -8% | 0.3%
CCN(CC)CC(O)Cn1c(C)c(-c2ccccc2)c2cc([N+](=O)[O-])ccc21 (configuration not stated) | ? | ? | -1% | 27% | i
O=C(NC(c1ccccc1)c1ccccc1)C1CCCN(S(=O)(=O)c2cnc[nH]2)C1 (configuration not stated) | 3% | / | 0% | -2% | 0.3%
O=C(NC1CCCCC1)C1CC(O)CN1C(=O)OCc1ccccc1 (configuration not stated) | -2% | -2% | 7% | 2% | 0.5%
Cc1nc2nc[nH]n2c(=O)c1NC(=O)CC12CC3CC(CC(C3)C1)C2 | -6%&-3% | -4%&1% | 16%&-5% | -4%&-9% | 0.7%&1.4%
Cc1ccc(S(=O)(=O)Nc2cc(-c3ccc(Cl)cc3)nn2C)cc1 | -19% | 9% | 3% | / | i
CC1CN(c2cc(=O)n(-c3ccccc3)c(=O)[nH]2)CC(C)O1 (configuration not stated) | -1% | -14% | -5% | -4% | 1.3%
COc1ccc(S(=O)(=O)n2nc(C)c(S(=O)(=O)N3CCOCC3)c2C)cc1 | -4% | -19% | 3% | -12% | 1.4%
Cc1ccc(Nc2nnc(-c3ccccc3N)o2)cc1C | -7% | -9% | 0% | -2% | 2.0%
COc1ccc(-n2c(O)c(C(C)=Nc3ccc4c(c3)CCC4)c(=O)[nH]c2=O)cc1 | -2% | 8% | -9% | / | i
Cc1cc(C)c(S(=O)(=O)N2CC=C(c3ccccc3)CC2)c(C)c1 | 5% | 1% | -1% | -8% | 0.3%
O=C1[C@H]2[C@@H](c3ccc(F)cc3)N3C(=O)N(c4cccc(F)c4)C(=O)[C@@]3(Cc3ccccc3)[C@H]2C(=O)N1C1CCCCC1 | 50% | 21% | -24% | 7% | i
COc1ccc(C2C(C(=O)Nc3ccccc3)=C(C)N=C3SCC(=O)N32)cc1 (configuration not stated) | -6% | 5% | 0% | 4% | 2.3%
Cc1cc(Nc2ccc(Cl)cc2)nc(-c2ccccc2O)n1 | 11% | 14% | 6% | 3% | 2.8%
NS(=O)(=O)c1ccc(CCNC/C=C/c2ccccc2)cc1 | 5% | -13% | 2% | 0% | i
CCN(CC)C(=O)COc1ccc(/C(C)=N/NC(=O)c2ccccc2O)cc1 | 1% | 11% | 20% | -7% | 3.2%
Cc1cc(C)cc(N2CC(C)(C)C2=O)c1 | 2% | -13% | 9% | -12% | 0.3%
CCN(CC)S(=O)(=O)c1ccc2c(c1)N(CC(=O)NCc1ccco1)C(=O)CO2 | -7% | -9% | 4% | -16% | 0.3%
COc1cc(/C=C/C(=O)c2c(O)ccc3c(C)cc(=O)oc23)ccc1O | ? | 78% | -12% | 3% | 25%
CSc1sc(C(=O)NN)c2c1C1(CCC2)SCCS1 | 0% | -9% | 16% | -11% | 7.3%
Cc1ccc(S(=O)(=O)c2ccc(Cl)cc2)cc1S(N)(=O)=O | 0% | 34% | -4% | -5% | 1.1%
O=C(c1ccco1)N1CCN(C(c2ccc(F)cc2)c2nnnn2CC2CCCO2)CC1 (configuration not stated) | -11% | -19% | -4%&6% | -9% | 0.2%
O=C(CCC(=O)N1CCN(S(=O)(=O)c2ccccc2)CC1)c1cccs1 | -9% | 48% | 0% | 2% | 2.8%
Cc1ccc(N(C(=O)c2snc(C(N)=O)c2N)C(C(=O)NC2CCCC2)c2ccc(C)o2)cc1 (configuration not stated) | -3% | 36% | 8% | 8% | 11%
COc1ccc(C[C@H]2CN3C(=NC[C@@H]3Cc3ccc(O)cc3)N2C[C@H](C)NC(=O)CCC2CCCCC2)cc1 | ? | ? | -2% | -13% | 2.2%
CCOc1ccc(N(CC(=O)Nc2ccc(Br)cc2)S(C)(=O)=O)cc1 | -2% | 8% | -4% | 1% | 1.6%
Cc1cccc(OC(C)C(=O)N(Cc2cccs2)C2CCS(=O)(=O)C2)c1C (configuration not stated) | -10% | 1% | -8% | -13% | 1.2%
CC(=O)N1c2ccc(S(=O)(=O)NCC3CCC(C(=O)N4CCCCC4)CC3)cc2CC1C (configuration not stated) | -2% | -46% | 6% | 4% | 0.9%

From PubChem
